# Bioassay records deposited in PubChem by The Scripps Research Institute Molecular Screening Center.
# M1 ag = human M1 muscarinic receptor agonism. CHO-K1 hM1, Fluo-8 calcium fluorescence, agonist mode; 0% DMSO, 100% acetylcholine EC100. activation, % at 3 µM. 360,000 compounds, 0.33% hits;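 active = activation above the run's mean compound activation plus 3 SD, cut at about 16% in these data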;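 note: peak over basal fluorescence ratio within a 140 s kinetic read after compound addition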
# Target sequence (P11229 whole entry, looked up): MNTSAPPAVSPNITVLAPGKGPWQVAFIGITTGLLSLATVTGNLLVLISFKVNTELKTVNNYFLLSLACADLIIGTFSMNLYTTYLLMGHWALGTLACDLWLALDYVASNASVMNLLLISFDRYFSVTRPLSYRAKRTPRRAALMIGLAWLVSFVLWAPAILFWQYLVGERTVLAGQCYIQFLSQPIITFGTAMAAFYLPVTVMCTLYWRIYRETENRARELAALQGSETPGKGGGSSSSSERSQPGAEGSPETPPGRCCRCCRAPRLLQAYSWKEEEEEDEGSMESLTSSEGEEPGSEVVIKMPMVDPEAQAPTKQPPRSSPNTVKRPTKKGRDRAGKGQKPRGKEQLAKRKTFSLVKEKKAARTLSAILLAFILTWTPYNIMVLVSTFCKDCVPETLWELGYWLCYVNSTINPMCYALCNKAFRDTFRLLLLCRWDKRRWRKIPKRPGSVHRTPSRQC
# CHRM1 antagonist = antagonists of human M1 muscarinic receptor; P11229; CHO-K1 hM1, Fluo-8 calcium fluorescence, ACh EC80 antagonist; inhibition, % at 3 µM; 360,000 compounds, 1.3% hits; AID 588852;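 active = percent inhibition above its own plate's cutoff, namely the mean of that plate's compound wells plus 3 SD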;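 note: peak over basal fluorescence ratio during 140 s after agonist addition; 0% = ACh EC80 plus DMSO and 100% = DMSO alone without agonist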
# CHO-K1 Ca antag = M1 antagonist counterscreen hit in parental CHO-K1 cells. ATP-induced calcium, Fluo-8 fluorescence. inhibition, % at 3 µM. 360,000 compounds, 0.6% hits;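 active = inhibition above a per-plate cutoff, the plate's mean sample inhibition plus 3 SD, cut at about 24% in these data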;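 note: 0% = DMSO plus EC80 ATP and 100% = DMSO alone without ATP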
# OXTR potentiator = human OXTR potentiation | AID 2445 | P30559 | CHO-OTR cells, Fluo-8 calcium fluorescence, potentiator mode; 0% = oxytocin EC15, 100% = EC100 | activation, % at 3 µM | 320,000 compounds, 0.061% hits;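 active = activation above that plate's cutoff, the mean activation of tested compounds plus 3 SD, cut at about 6.6% in these data, passing the limit was not always enough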;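 note: 100% uses oxytocin at 75 nM as the full agonist control; some results filed as inactive read as strong as hits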
#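 assay system = CHO-OTR cells, human receptor | schedule = compound 6 min at room temperature before oxytocin, 100 s read | detection = Fluo-8 intracellular calcium fluorescence, ex 470-495, em 515-575 nm | evaluation = normalized max/min fluorescence ratio, % activation | control set = EC15 oxytocin alone as 0%, 75 nM oxytocin (EC100) as 100%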
# M1 ag parental = M1 agonist counterscreen hit in parental CHO-K1 cells; Fluo-8 calcium fluorescence; scaled to maximal ATP response, vehicle zero; activation, % at 3 µM; 360,000 compounds, 0.48% hits; in the data active = activation above about 15%;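 note: untransfected CHO-K1 host cells lacking M1 receptor as counterscreen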
# M4 ag = CHRM4 agonism in calcium assay | P08173 | CHO-K1 hM4/Gqi5, Fluo-8 calcium fluorescence; vehicle 0%, full acetylcholine response 100% | activation, % at 3 µM | 360,000 compounds, 0.14% hits | AID 624127;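 active = activation above the run mean over all test wells plus 3 SD, cut at about 32% in these data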;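 note: peak over basal fluorescence ratio per well then scaled between controls; 0% = DMSO wells and 100% = acetylcholine at EC100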
# Target sequence (P08173 whole entry, looked up): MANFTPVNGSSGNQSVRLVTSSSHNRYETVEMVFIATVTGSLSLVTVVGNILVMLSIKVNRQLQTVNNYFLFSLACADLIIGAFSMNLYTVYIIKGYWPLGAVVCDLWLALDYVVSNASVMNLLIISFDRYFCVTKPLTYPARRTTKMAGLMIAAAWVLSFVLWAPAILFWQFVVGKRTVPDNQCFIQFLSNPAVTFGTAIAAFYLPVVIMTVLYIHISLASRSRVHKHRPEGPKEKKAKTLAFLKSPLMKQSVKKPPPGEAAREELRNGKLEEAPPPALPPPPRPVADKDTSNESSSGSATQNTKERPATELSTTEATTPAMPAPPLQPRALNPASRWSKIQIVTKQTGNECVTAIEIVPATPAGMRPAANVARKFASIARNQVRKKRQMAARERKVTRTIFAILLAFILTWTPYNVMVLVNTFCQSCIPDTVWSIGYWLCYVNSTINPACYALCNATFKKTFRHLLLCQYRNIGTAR
# M4 antag = blocks acetylcholine activation of human M4 receptor; P08173; CHO-hM4 cells, ACh EC80, Fluo-8 calcium fluorescence; inhibition, % at 3 µM; 360,000 compounds, 0.73% hits; AID 624125;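 active = inhibition above its plate's cutoff, the mean inhibition of sample wells plus 3 SD, cut at about 27% in these data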;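 note: 0% = acetylcholine EC80 with DMSO and 100% = DMSO without agonist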
# CHO parental Ca = counter-screen: ATP calcium response change in parental CHO cells | inhibition, % at 5.6 µM | 330,000 compounds, 0.63% hits | parental CHO-K1, ATP-induced calcium, Fluo-8 fluorescence;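 active = inhibition above that plate's mean sample inhibition plus 3 SD, cut at about 26% in these data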;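 note: 0% = ATP-challenged DMSO wells and 100% = DMSO wells without ATP; some compounds past the cut are filed as inactive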
#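 Test system: untransfected parental CHO cell line. Compound: one dose, 5.6 µM nominal. Detection: intracellular calcium via Fluo-8 no-wash fluorescent dye. Measure: % inhibition. Benchmarks: ATP-challenged DMSO wells low, unchallenged DMSO wells high.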
# CHRM1 PAM = human CHRM1 positive allosteric modulation. activation, % at 3 µM. CHO-K1 hM1, Fluo-8 calcium fluorescence, ACh EC20; 0% = ACh EC20, 100% = maximal ACh. AID 588819. 360,000 compounds, 0.088% hits. P11229; in the data active = activation above about 19%, passing the limit was not always enough
# Numbers without * were called inactive; nt = no result given.
SMILES,M1 ag,CHRM1 antagonist,CHO-K1 Ca antag,OXTR potentiator,M1 ag parental,M4 ag,M4 antag,CHO parental Ca,CHRM1 PAM
CN(CCc1ccccn1)c1ccc([N+](=O)[O-])cn1,-4,-9,-5,3,10,1,0,-6,13
O=C(c1cn(Cc2ccccc2)nc1-c1cccnc1)N1CCN(Cc2c(F)cccc2Cl)CC1,-2,-12,-4,5,1.2,2,-2,-1,10
COc1ccc(/C=C/C(=O)O)cc1S(=O)(=O)N1CCc2ccccc2C1,-6,-1,-9,1,0.1,0,5,-10,-1
CCC(COC)NC(=O)CCc1nnc(Cc2c[nH]c3ccccc23)o1 (stereo not drawn),-2,-8,-1,-5,-0.2,1,5,6,2
CCCc1ncc(C(O)(c2ccccc2)c2ccc(C)cc2)n1C (stereo not drawn),-8,95*,-9,-4,2.4,3,50*,-19,-25
O=C(O)c1ccc(S(=O)(=O)NCC2CCCO2)cc1 (stereo not drawn),-4,-11,-6,4,0.5,2,-7,-2,4
CCOC(=O)c1nc(N2CCN(C(=O)OCC)CC2)c2c3c(sc2n1)CCCC3,-10,5,-9,-8,3.2,11,5,-19,-9
COC(=O)C[C@H]1C[C@H]2c3cc(NC(=O)C4CCOCC4)ccc3O[C@H]2[C@@H](CO)O1,-3,-1,0,nt,0.0,1,2,nt,6
Cc1cccc(N(Cc2cc3ccccc3[nH]c2=O)C(=O)c2cccs2)c1,-3,-11,-10,-8,2.9,2,1,-16,6
Cc1noc(C)c1S(=O)(=O)Nc1ccc2c(c1)C(=O)N([C@H](C)CO)C[C@H](C)[C@@H](CN(C)S(=O)(=O)c1ccc(F)cc1)O2,-9,-4,-17,-7,0.4,0,0,0,7
CN(c1ccccc1)c1nccc(=O)[nH]1,-2,25,-1,-9,0.6,0,3,-13,0
C=C1CCN([C@@H](CC(C)C)C(=O)NCCC(C)C)S(=O)(=O)c2ccccc21,-9,-3,-20,-11,-1.2,2,-9,-32,7
N#Cc1ccc(C(=O)NCC(c2ccco2)N2CCCCC2)cc1 (stereo not drawn),-5,14,-26,0,0.6,0,-6,-17,-10
CC1CCN(C(=O)COC(=O)COc2ccccc2C#N)CC1,-3,-8,-2,-4,0.0,0,9,-6,8
COc1cc(NC(=O)C2CC(=O)N(Cc3ccco3)C2)c(OC)cc1Cl (stereo not drawn),-2,-3,-5,-4,0.9,3,-2,-13,2
N#CC1(Nc2ccc(Br)cc2)CCCC1,0,10,0,nt,0.0,1,12,nt,-6
C/C(=N\NC(=O)CN1CCN(S(=O)(=O)c2ccc(C)cc2)CC1)c1ccc(O)cc1,-2,-10,-3,-13,0.6,2,-12,-7,5
C/C(=N\NC(=O)CNC(=O)C(c1ccccc1)c1ccccc1)c1ccc(C(C)(C)C)cc1,-2,10,11,-10,-0.1,0,2,-17,-4
COc1cccc(CN(C)C(=O)c2cc(S(=O)(=O)NC3CCCCC3)ccc2C)c1OC,5,3,2,-10,3.2,8,-24,-14,10
C=CCOc1ccc(CNCc2cccnc2)cc1,-7,4,-5,-1,2.0,0,0,-16,-7
Cc1cnc(C(=O)OCC(=O)c2ccc(C3CCCCC3)cc2)cn1,-6,4,-1,0,0.6,1,-2,-3,1
Cc1ccc(CNC(=S)Nc2ccc3c(c2)c(=O)n(C)n3Cc2cccc(C(F)(F)F)c2)cc1,-4,7,-3,nt,1.4,2,0,nt,-8
Cc1ccccc1-c1cc(=O)c2c(O)cccc2o1,-5,-10,-9,8,-0.6,0,-8,-20,2
Cn1c(CNC(=O)CCNC(=O)c2cccc(Cl)c2)cc(=O)n(C)c1=O,-4,-11,-21,-8,1.4,1,-8,3,11
CCn1c(CNc2ccc(F)cc2)nnc1SCC(=O)Nc1ccccc1OC,-3,-4,-13,-9,0.1,1,23,-20,9
Cc1cc2ccccc2nc1SCC(=O)NC1CCCC1,-11,-7,-1,-19,0.1,1,-6,-24,13
COc1ccc(NS(=O)(=O)c2ccc(C(=O)NCC3(N4CCOCC4)CCCCC3)cc2)cc1,15,-7,-12,-9,15*,17,-3,-18,4
O=C(NN=C1CCCC1)c1ccn[nH]1,-9,-1,-6,-1,0.1,0,-1,11,11
CSCCC(NC(=O)C1CCCC1)c1nnc2ccccn12 (stereo not drawn),-1,-13,-17,5,1.1,0,-2,-3,9
CC(C)(C)NS(=O)(=O)c1cc(C(=O)O)ccc1Cl,-4,-2,9,7,0.1,0,7,3,4
COc1cc2c(cc1OC)C(COc1ccccc1OC)N(C(C)=O)CC2 (stereo not drawn),-4,-12,6,-7,2.8,8,0,-21,10
COCCNC(=O)C1(C)CCCN(Cc2noc(-c3ccccc3OC)n2)C1 (stereo not drawn),-2,-2,-3,nt,0.3,1,-5,nt,-1
CCOCCOC(=O)C(C)Oc1ccc(Oc2ncc(Cl)cc2Cl)cc1 (stereo not drawn),-9,-3,-9,-5,-0.3,-3,-9,-13,5
O=C1CCCc2c1nc(-c1ccc(F)cc1)n2O,1,-9,-1,-8,0.2,1,9,-17,17
Cc1ccc(OCC(=O)NCC2CCCO2)c(C)c1 (stereo not drawn),-3,-10,-10,-6,0.7,1,-18,-8,11
CC(=O)C1=C(O)C(=O)N(CCc2c[nH]c3ccccc23)C1c1ccc(O)cc1 (stereo not drawn),-4,-12,-6,-11,-0.5,0,7,-13,7
CCOC(=O)[C@]12CCC=C1N(Cc1ccc3c(c1)OCO3)C(=O)[C@H](CC(=O)N1CCC(c3ccccc3)CC1)C2,nt,nt,-32,nt,1.0,0,-17,nt,nt
O=C(NC(NCc1ccccn1)(C(F)(F)F)C(F)(F)F)c1ccco1,-1,-5,-7,-4,0.5,0,4,0,4
O=C1CCN(CCc2ccccc2)CCN1CCSc1ccccc1,-11,-3,-3,-10,1.1,3,-9,-25,7
Cc1nccn1CCC(=O)Nc1ccc(Cl)cc1,-6,-3,-14,-4,1.0,1,4,-3,1

# Single records (already shown). Values in the order: M1 ag, CHRM1 antagonist, CHO-K1 Ca antag, OXTR potentiator, M1 ag parental, M4 ag, M4 antag, CHO parental Ca, CHRM1 PAM
# Cc1nccn1CCC(=O)Nc1ccc(Cl)cc1 is listed as -6, -3, -14, -4, 1.0, 1, 4, -3, 1
# CCOCCOC(=O)C(C)Oc1ccc(Oc2ncc(Cl)cc2Cl)cc1 (stereo not drawn) is listed as -9, -3, -9, -5, -0.3, -3, -9, -13, 5
# Cc1ccc(OCC(=O)NCC2CCCO2)c(C)c1 (stereo not drawn) is listed as -3, -10, -10, -6, 0.7, 1, -18, -8, 11
# Cc1cc2ccccc2nc1SCC(=O)NC1CCCC1 is listed as -11, -7, -1, -19, 0.1, 1, -6, -24, 13

# (more compounds)
SMILES,M1 ag,CHRM1 antagonist,CHO-K1 Ca antag,OXTR potentiator,M1 ag parental,M4 ag,M4 antag,CHO parental Ca,CHRM1 PAM
COc1cccc(-c2c(NC(C)=O)n(C)c3ccccc3c2=O)c1,-2,8,-12,-20,-0.2,1,5,-6,3
Cc1cc(-c2csc(N)n2)c(C)n1Cc1ccco1,-2,-6,9,-10,-0.4,0,-1,-15,10
Cc1ccc(NS(=O)(=O)c2cc(C(=O)N3CCN(CCO)CC3)ccc2C)cc1,-2,20,4,-3,1.6,1,0,-1,-3
Nc1nc(SCC(=O)N2CCCc3ccccc32)n(-c2ccccc2)n1,0,2,-7,-5,0.5,1,-5,-13,0
COc1cccc(C(C)NC(=O)Cc2cccs2)c1 (stereo not drawn),-3,-17,-9,-3,0.0,1,-11,-2,5
COc1ccccc1C(=O)Nc1ccc(Cc2ccncc2)cc1,-5,-15,-4,-7,5.7,7,4,-10,6
Cc1oc(-c2ccc(Cl)cc2)nc1CS(=O)CC(=O)NCc1ccccc1 (stereo not drawn),-2,-19,-6,-3,1.6,2,-2,-22,21
CCCCN(C)C(=O)c1sc2ncn(CC)c(=O)c2c1C,-2,-1,-5,-5,-0.1,1,9,-13,7
Cc1ccc(NC(=O)C2CCN(S(=O)(=O)c3c(C)noc3C)CC2)cc1C,-7,1,2,-5,2.6,4,2,-13,3
Cc1nnc(SCC(=O)NC2CC2)n1-c1ccccc1,0,-19,1,-8,0.2,0,-1,-10,19
O=C(Nc1nc(-c2ccccn2)cs1)c1ccc(-c2ccccc2F)o1,-4,-2,-18,-5,4.3,14,-12,-17,-6
N#Cc1cc(C(=O)c2ccccc2OCC(=O)Nc2ccccc2Cl)cn(C2CCCCC2)c1=O,-11,3,2,0,1.4,3,6,-21,-2
O=C(COc1ccc(S(=O)(=O)N2CCOCC2)cc1)NC1CC1,-4,-5,-11,-3,1.0,0,4,9,4
O=C(Cn1nnc(-c2ccccc2)n1)NCc1ccccc1,-6,0,-14,3,0.1,1,13,-7,4
Cc1ccc(NC(=O)CSCc2ccc(F)cc2)cc1,-8,0,-17,-5,2.1,-2,-4,-3,-1
O=C(Nc1ccc(Cl)c(Cl)c1)N1CCC(N2CCCCC2)CC1,-5,-2,1,-3,0.2,2,-4,-5,1
COc1ccc(N2C(=O)C3C(C2=O)C2C=CC3C23CC3)c([N+](=O)[O-])c1 (stereo not drawn),-6,5,3,2,0.3,1,-6,-14,-4
CN(C)C(=O)CSc1nnc(NC(=O)CCc2ccccc2)s1,-4,1,0,-4,1.2,2,-3,-10,0
Cn1c(Cn2c(=O)sc3ccccc32)nnc1SCC(=O)N1CCCc2ccccc21,-11,0,2,-3,0.2,1,6,-13,-8
C=CCn1c(N)c(C(=O)NCCC2=CCCCC2)sc1=S,1,-14,-11,-7,0.7,2,-11,-15,8
CC1=C(C(=O)N2CCOCC2)CC(CC(=O)NCc2cccs2)C(=O)N1Cc1ccc(C(C)(C)C)cc1 (stereo not drawn),-5,-8,-15,nt,1.8,7,-13,nt,-1
O=C(Nc1cccnc1)c1ccc(Cl)c(Cl)c1,4,-10,2,-3,1.5,7,-11,-5,4
Cc1nc(-c2ccc(S(=O)(=O)Oc3ccccc3Cl)s2)cs1,-4,6,-3,-3,3.7,5,-3,58*,-9
Cc1ccc(-c2ccc(CN3C(C)C(=O)N(Cc4cn(Cc5ccco5)nn4)CCS3(=O)=O)cc2)c(C)c1 (stereo not drawn),-2,-5,-9,nt,1.1,1,5,nt,-4
Cc1cccc(N2CC(C(=O)NCc3ccco3)CC2=O)c1C (stereo not drawn),-3,12,-2,-1,1.8,0,8,4,-3
Cc1cccc(N2CCN(C(=O)C3CCN(c4nnc(-n5cccc5)s4)CC3)CC2C)c1 (stereo not drawn),-3,20,-1,-7,7.8,22,-2,-2,-24
CC(=O)Nc1cc2c(cc1Br)-c1ccccc1C2,0,-11,-8,nt,0.8,2,-4,nt,2
CC(=O)CCS(=O)(=O)c1ccc(C)c(C)c1,-3,8,-1,-4,1.9,10,-9,2,-2
CN(C(=S)NC(=O)c1ccc(F)cc1)C1CCCCC1,-2,-2,15,-8,0.4,2,1,-7,14
Cn1cc(Cl)c(C(=O)Nc2nc3ccc(Cl)cc3s2)n1,-3,-12,-18,-1,0.7,1,-2,-5,5
CN(Cc1ccco1)C(=O)Cn1c(=O)oc2cc(S(=O)(=O)NCc3ccccc3)ccc21,3,-6,0,-7,2.1,5,0,-7,5

# Random draw from the library, and some 2.9% of all compounds hit somewhere here.
